High-throughput results deposited in PubChem by National Center for Advancing Translational Sciences (NCATS).
ALOX15B inhib: qHTS Assay for Inhibitors of 15-hLO-2 (15-human lipoxygenase 2). Polyunsaturated fatty acid lipoxygenase ALOX15B (Homo sapiens), O15296. purified 15hLO-2, xylenol orange hydroperoxide absorbance. Potency, µM (titrated, usually from 57.1 µM), inactives show at the top dose activity change, negative = inhibition, most hits filed as inhibitors. hit rate 0.56% among 110,000; note: potency is the fitted concentration of half-maximal effect; nearly all actives have a fitted effect of over 60% in size; many of its hits are not listed in these tables
Target sequence (O15296 whole entry, looked up): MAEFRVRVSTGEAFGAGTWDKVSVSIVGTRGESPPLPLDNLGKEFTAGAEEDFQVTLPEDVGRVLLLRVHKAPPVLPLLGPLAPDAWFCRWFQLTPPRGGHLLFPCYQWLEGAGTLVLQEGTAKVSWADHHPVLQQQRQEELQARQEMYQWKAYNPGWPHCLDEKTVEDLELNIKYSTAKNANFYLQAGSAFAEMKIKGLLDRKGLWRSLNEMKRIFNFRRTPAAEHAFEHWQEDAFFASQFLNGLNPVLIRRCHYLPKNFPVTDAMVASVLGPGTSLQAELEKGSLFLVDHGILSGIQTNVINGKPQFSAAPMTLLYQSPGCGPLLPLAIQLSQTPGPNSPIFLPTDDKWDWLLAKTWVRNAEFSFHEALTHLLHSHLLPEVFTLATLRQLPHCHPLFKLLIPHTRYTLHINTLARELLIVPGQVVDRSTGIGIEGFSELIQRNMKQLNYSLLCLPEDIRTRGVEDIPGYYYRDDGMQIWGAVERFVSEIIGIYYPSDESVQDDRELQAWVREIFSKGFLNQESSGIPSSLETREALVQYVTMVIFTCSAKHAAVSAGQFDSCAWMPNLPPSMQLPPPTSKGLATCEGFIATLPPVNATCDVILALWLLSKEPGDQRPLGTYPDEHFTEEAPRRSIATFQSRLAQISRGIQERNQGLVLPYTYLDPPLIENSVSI
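Enzyme 50 nM, AA 45 uM, 25 mM Hepes pH 7.5 + 0.01% Triton X-100; cpd preinc 15 min RT, rxn 90 min RT; stop/detect with 200 uM XO + 300 uM Fe(II) in 50 mM H2SO4, 30 min; A573/A405.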
IMPase inh: qHTS Assay for Identifying the Cell-Membrane Permeable IMPase Inhibitors; inhibition (IP1 accumulation), % at 46.1 µM; CHO-M1 cells, IP1 accumulation, HTRF TR-FRET ratio; Inositol monophosphatase 1 (Rattus norvegicus), P97697; AID 901, 2007; 120,000 tested, under 10 active; active = well fitted curve in the direction sought with a large enough effect in the signal ratio, not every such curve was filed as active; inconclusive = small, poorly fitted or top-dose-only effect, or a change in a side signal; inactive = no such curve, though single readings can be large or run the other way; the % refers to the signal ratio;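 note: cells stimulated with carbachol in lithium chloride buffer; plate controls were DMSO basal wells for no effect and reference inhibitor wells for full effect; higher means more IMPase inhibition seen as more IP1 and lower FRET ratio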
Target sequence (P97697 whole entry, looked up): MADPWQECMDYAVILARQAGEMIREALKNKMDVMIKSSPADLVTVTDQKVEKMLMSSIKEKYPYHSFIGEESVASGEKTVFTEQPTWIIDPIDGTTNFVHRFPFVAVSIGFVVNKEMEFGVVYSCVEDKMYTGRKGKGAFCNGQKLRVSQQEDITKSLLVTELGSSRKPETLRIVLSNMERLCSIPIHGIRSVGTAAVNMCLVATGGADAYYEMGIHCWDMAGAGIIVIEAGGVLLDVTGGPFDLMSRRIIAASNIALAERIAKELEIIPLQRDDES
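In this qHTS, compounds (final up to 46 uM) act on CHO-M1 cells that are then activated through the M1 receptor with carbachol, in pH 7.4 buffer containing 50 mM LiCl, for 30 min. IP1 accumulation is quantified by the IP-One immunoassay.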
PNC inhibitor: High Content Assay for Compounds that inhibit the Assembly of the Perinucleolar Compartment. PC3M PTB-GFP, PNC prevalence imaging, 16 h; hits give low values. activity change (PNC), negative = inhibition, % at 10 µM. hit rate 3.1% among 140,000. AID 2417, 2010;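 active = readout at or below -70, meaning at least 70% loss of cells showing the perinucleolar compartment, a nuclear body marking cancer cells; inconclusive = readout between -30 and a set limit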;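 note: plate controls were DMSO wells for no effect and camptothecin positive control wells for full effect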
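PC3M cells stably expressing PTB-GFP, 750–1000 cells/well, treated 16 h at 37 °C with compound (23 nl of library stock), in duplicate. After paraformaldehyde fixation and Hoechst stain, imaged at 20x; PNC prevalence scored by image analysis.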
12-hLO inh: qHTS Assay for Inhibitors of 12-hLO (12-human lipoxygenase). AID 1452, 2008. purified 12-hLO, xylenol orange hydroperoxide absorbance. Potency, µM (series often up to 57.1 µM), for inactives: top-dose activity change, negative = inhibition, actives largely listed as inhibitors. Polyunsaturated fatty acid lipoxygenase ALOX12 (Homo sapiens), P18054. hit rate 0.12% among 150,000; note: potency is the fitted concentration of half-maximal effect; nearly all actives have a fitted effect of over 55% in size; many of its hits are not listed in these tables
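Hydroperoxide output read as Fe(III)-xylenol orange absorbance, 573-to-405 nm ratio, after 30 min reaction with 40 uM arachidonic acid. Enzyme: 150 nM purified human 12hLO, 15 min compound preincubation; 25 mM Hepes pH 7.0, room temperature.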
* = called active by the depositor; ? = inconclusive; · = no result given; [ ] = remark or other dose. Unless noted, calls come from the whole dose curve; as a rule, active = well fitted curve in the direction sought with a large enough effect; inconclusive = small, poorly fitted or top-dose-only effect, or another doubt; inactive = no such curve, though single readings can be large; an effect the other way counts as inactive or inconclusive. Unless noted, % is set by controls: 0 for no effect and ±100 for the full control effect. A portion of the library; count on the stated rates, not on these rows.

Preview:
SMILES	ALOX15B inhib	IMPase inh	PNC inhibitor	12-hLO inh
Cc1cccc(-c2nc3c(c(SCC(=O)N(C)C)n2)CCCC3)c1	·	15	16	-1%
CC1=C(C(=O)Nc2ccccc2)C(c2ccco2)NC(=S)N1 (stereo not drawn)	-3%	3	-14	-2%
Cc1ccc(C2(C)NC(=O)N(CC(=O)Nc3ccc4c(c3)OCO4)C2=O)cc1 (stereo not drawn)	-4%	-15	18	-7%

All compounds of this part, from the start:
SMILES	ALOX15B inhib	IMPase inh	PNC inhibitor	12-hLO inh
Cc1cccc(-c2nc3c(c(SCC(=O)N(C)C)n2)CCCC3)c1	·	15	16	-1%
CC1=C(C(=O)Nc2ccccc2)C(c2ccco2)NC(=S)N1 (stereo not drawn)	-3%	3	-14	-2%
Cc1ccc(C2(C)NC(=O)N(CC(=O)Nc3ccc4c(c3)OCO4)C2=O)cc1 (stereo not drawn)	-4%	-15	18	-7%
O=C(O)CCc1nc2ccccc2n(CCc2ccccc2)c1=O	-5%	-6	?	-9%
CC(=O)Nc1ccc(S(=O)(=O)Nc2nnc(C(C)C)s2)cc1	-10%	-2	39	5%
N#Cc1cc2[nH]c(=O)c(=O)[nH]c2cc1[N+](=O)[O-]	13%	?	·	-8%
CCOc1ccc(NC(=O)c2nccnc2CO)cc1	2%	-3	-10	-6%
Cc1ccc(-n2c(SCC(=O)OC(C)C)nnc2-c2ccncc2)cc1	·	-7	-100*	1%
CC(=O)c1ccc(NC(=S)N2CCCC(CO)C2)cc1 (stereo not drawn)	·	0	61	0%
Cc1cccc(-c2nnc(NC(=O)c3ccc(N4C(=O)CCC4=O)cc3)s2)c1	·	·	20	1%
CCC(C)(C(=O)NC1CCCCC1)N(C(=O)c1ccccn1)c1ccccc1 (stereo not drawn)	1%	-1	30	-5%
CCOC(=O)C1=C(C)OC(N)=C(C#N)C1c1ccsc1 (stereo not drawn)	7%	3	-18	-11%
O=C(Nc1cccc2cccnc12)[C@@H]1[C@@H](C(=O)O)[C@H]2CC[C@@H]1O2	-1%[11.4 µM]	·	·	-2%[11.4 µM]
S=c1[nH]nc(-c2ccccc2)o1	9%	?	1	1%
COc1ccccc1-n1cc(-c2ccc(Cl)cc2)[nH]c1=O	·	-4	39	-1%
Cc1cc(C)c(C#N)c(SCC(=O)NN2CC(=O)N(c3ccccc3F)CC2=O)n1	·	·	43	2%
CCOc1ccc(NC(=O)C2CC(=O)N=C(N)S2)cc1 (stereo not drawn)	2%	6	39	2%
CCCC(C)NC(=O)c1ccc(F)cc1 (stereo not drawn)	0%	3	-82*	6%
CCCc1cc(=O)oc2cc3occ(C)c3cc12	-7%	1	-13	-9%
COCCNc1nc2sc3c(c2c(=O)n1Cc1ccco1)CCCCC3	·	4	4	1%
COc1ccc(Cc2ccccc2C(=O)O)c2ccccc12	-6%[11.4 µM]	·	·	3%[11.4 µM]
O=C1c2ccccc2C(Nc2ccc(Cl)cn2)N1c1cccnc1 (stereo not drawn)	5%	4	?	-11%
CCN1CCN(C(=O)c2ccccc2N(Cc2ccccc2)S(C)(=O)=O)CC1	7%	18	10	1%
CC(C)C(NC(=O)C1CCCCC1)C(=O)N1CCN(c2ccc(F)cc2)CC1 (stereo not drawn)	-10%	0	-9	-4%
O=C(O)CCC/C=C\C[C@@H]1[C@@H](/C=C/[C@@H](O)COc2cccc(Cl)c2)[C@H](O)C[C@@H]1O	-6%[0.0915 µM]	·	32	0%[0.00818 µM]
COc1ccccc1NC(=O)c1ccccc1NS(C)(=O)=O	-1%	-6	-6	3%
O=C(O)c1ccccc1C(=O)N1CC=C(c2ccccc2)CC1	8%	?	?	-8%
O=C(CCSc1ccc(Cl)cc1)NC1CCCCC1	-3%	6	-109*	6%
CC(=O)N1CCN(c2ccc([N+](=O)[O-])c(-n3nc(C)cc3C)c2)CC1	·	·	20	-6%
Cc1nc(-c2cccc(NS(C)(=O)=O)c2)cs1	-1%	-2	?	3%
Cc1ccc(C(=O)NCCc2cccc(Cl)c2)cc1[N+](=O)[O-]	·	·	-14	-1%
Cc1ccc(S(=O)(=O)Cc2ccc(C(=O)OCc3ccccc3)cc2)cc1	4%	-7	-17	-12%
OCCn1c(C(F)(F)F)nc2ccccc21	·	-7	-20	5%
COC(=O)Nc1sc2c(c1C(N)=O)CCCCCC2	-7%	-13	-8	2%
COc1ccccc1NC(=O)Cn1nc(C(F)(F)F)c2c1CCCC2	10%	-2	4	-6%
Cc1cc(C)c(C#N)c(OCC(=O)c2ccc(Br)cc2)n1	3%	3	12	-10%
CC(=O)Nc1ccc(S(=O)(=O)NC2(C(F)(F)F)C(=O)Nc3c2c(=O)n(C)c(=O)n3C)cc1 (stereo not drawn)	2%	6	?	7%
CCC(C)c1ccc(NC(=O)CC(C)=O)cc1 (stereo not drawn)	12%	-5	8	-8%
O=C(CCN1CCN(c2ccccc2F)CC1)c1ccc(Br)cc1	10%	0	?	-24%
COn1c(SCc2ccc(C)cc2C)nc2ccccc2c1=O	-5%	7	4	-3%
Cc1cnc2cc(Cl)ccc2c1SCC(=O)O	3%[11.4 µM]	·	·	-1%[11.4 µM]
CCCOc1ccc(C(=O)CCNc2ccc(C)c(Cl)c2)cc1	-10%	0	45	5%
Cc1ccccc1CSc1nc2c(c(=O)[nH]1)CCCC2	2%	0	13	3%
O=C(NCC1COc2ccccc2O1)C1CCCN(S(=O)(=O)c2cccc3cccnc23)C1 (stereo not drawn)	-1%	8	?	1%
CCCn1nnc(NC(=S)NC(=O)CC)n1	-1%	4	-1	-4%
Cn1c(C(=O)N2CCCc3ccccc32)cc2c(=O)n3ccccc3nc21	-2%	-1	-19	-3%
O=S(=O)(N/N=C\C=C\c1ccccc1)c1ccc(Cl)cc1	-14%	-8	14	-18%
O=C(Cn1cc(C(F)(F)F)ccc1=O)N/N=C/c1ccc(Cl)cc1Cl	·	·	32	1%
O=C(OOC(=O)c1ccccc1)c1ccccc1	5%[0.0915 µM]	·	·	3%[0.00818 µM]
O=C(COc1ccc(S(=O)(=O)NC2CCCC2)cc1)N1CCCCCC1	0%	-5	2	0%

Continued.
SMILES	ALOX15B inhib	IMPase inh	PNC inhibitor	12-hLO inh
Cc1ccc(-c2noc(CN(C(=O)Cc3ccccc3)C(C)C)n2)cc1	6%	11	-81*	-4%
O=C(c1ccccn1)c1conc1C(=O)c1ccc(Br)cc1	1%	?	-22	-3%
CC1=N/C(=C\c2ccc([N+](=O)[O-])cc2)C(=O)N1c1cc(Cl)ccc1C	-18%	3	71	4%
COc1ccccc1NC(=O)c1ccc2nc(-c3ccccc3)c(-c3ccccc3)nc2c1	-4%	-1	36	0%
CCCc1[nH]nc2c1C(c1cccc(OC(=O)c3ccco3)c1)C(C#N)=C(N)O2 (stereo not drawn)	-10%	-10	10	-4%
COc1ccc(CNc2nc(-c3ccccc3)nn2C(=O)c2ccc([N+](=O)[O-])cc2)cc1	·	-7	-18	3%
O=C(NCc1ccccc1)c1onc(CSc2ccc(F)cc2)c1C(=O)NCCCN1CCOCC1	32%[activator]	5	-6	1%
Cn1cccc1/C=C1\SC(=S)N(CC(=O)O)C1=O	·	·	42	-12%
Cc1cccc(C)c1NC(=O)Cn1nnc(-c2ccc(N3CCOCC3)cc2)n1	-17%	17	-11	-1%
CC[C@](N)(CCC(=O)O)C(=O)O	22%	-8	·	-4%

2 compounds from above, limited to IMPase inh.
mol | IMPase inh
O=C(c1ccccn1)c1conc1C(=O)c1ccc(Br)cc1 | ?
O=C(NCc1ccccc1)c1onc(CSc2ccc(F)cc2)c1C(=O)NCCCN1CCOCC1 | 5

Following part:
SMILES	ALOX15B inhib	IMPase inh	PNC inhibitor	12-hLO inh
O=c1[nH]c(-c2ccccc2F)nc2c1sc(=S)n2Cc1ccccc1	·	-2	12	-5%
CCOc1ccc(OCC)c(NC(=O)CN(c2ccc(C)cc2)S(=O)(=O)c2c(C)noc2C)c1	4%	14	18	-1%
O=C(c1cc(S(=O)(=O)N2CCCCC2)c(Cl)cc1N1CCOCC1)N1CCOCC1	0%	7	3	1%
N#C/C(=C\Nc1ccccn1)C(=O)c1ccco1	-4%[11.4 µM]	·	·	0%[11.4 µM]
CCCCNC(=O)COC(=O)c1cc(F)c(F)cc1Cl	-2%	0	33	-7%
O=C(CCC(=O)N1CCN(C2CCCCC2)CC1)Nc1nnc(C(F)(F)F)s1	0%	2	?	-3%
COc1ccc(C2=NOC3(CC(=O)N(c4ccc5ccccc5c4)C3=O)C2)c(OC)c1 (stereo not drawn)	-14%	9	?	-11%
O=C(Nc1ccccc1)Nc1cc([N+](=O)[O-])ccc1F	·	·	-24	1%
Cc1ccc(Oc2nc3ccccn3c(=O)c2/C=C(\C#N)C(=O)Nc2c(C)n(C)n(-c3ccccc3)c2=O)cc1	·	6	-25	-2%
O=C(Cc1cccs1)Nc1cc(SCCO)cc([N+](=O)[O-])c1	·	·	20	-2%
CCOC(=O)C(NC(=O)c1ccccc1)(N1CCCC1=O)C(F)(F)F (stereo not drawn)	2%	2	-85*	-1%
Cn1c(=O)oc2ccc(C(=O)CSc3nnnn3-c3ccccc3)cc21	0%	2	12	-3%
Cc1noc(NC(=O)c2ccccc2)c1C#N	2%	-7	-18	3%
CC1(C)CC(=O)C2=C(C1)N(N1CCOCC1)C(N)=C(C#N)C2c1cccs1 (stereo not drawn)	·	·	-25	-6%
N#Cc1ccc(NC(=O)CN2C(=O)NC(Cc3ccccc3)C2=O)cc1 (stereo not drawn)	-1%	6	-14	-5%
c1ccc2c(CN3CCOCC3)csc2c1	·	·	42	-2%
CON=C1CCN(c2ncc(C(F)(F)F)cc2Cl)CC1	-3%	2	?	1%
O=C(N/N=C/c1cc([N+](=O)[O-])ccc1Cl)c1ccc2nc[nH]c2c1	24%	9	-17	-3%
CCOC(=O)c1sc(NC(=O)CSc2ncn(-c3ccccc3)n2)nc1C	12%	-2	?	1%
O=C(c1ccc(NS(=O)(=O)c2ccccc2)cc1)N1CCN(Cc2ccc3c(c2)OCO3)CC1	9%	-5	-16	-4%
CN1CCN(c2oc(-c3cccs3)nc2S(=O)(=O)c2ccccc2)CC1	4%	3	?	1%
O=C(CN1C(=O)S/C(=C/c2ccc(N3CCOCC3)cc2)C1=O)N1CCOCC1	·	·	-7	-1%
COc1cccc(C(=O)N2CCN(C3CCC(c4ccccc4)CC3)CC2)c1 (stereo not drawn)	23%	11	-14	-14%
CC1=CCC2C(=O)N(c3nc(C)cc(C)n3)C(=O)C2C1 (stereo not drawn)	17%	4	23	9%
CCOc1ccc(N2C(=O)c3cccnc3C2=O)cc1	-12%	-4	-3	0%
O=C(Nn1c(O)c(C=C2N=c3ccccc3=N2)sc1=S)c1ccccc1Cl	-12%	-20	13	-22%
O=C(NCc1cccc(C(F)(F)F)c1)c1cc(Cl)ccc1Cl	·	·	-108*	-5%
COc1ccccc1OCCC(=O)OCC(=O)Nc1ccc(Br)cc1	·	3	16	0%
Cc1nn(C(C)(C)C)c(OC(=O)c2ccc3c(c2)OCO3)c1Sc1ccccc1	-3%	6	-14	-2%
CCCSc1nnc(CSc2nc3ccccc3s2)n1-c1ccccc1	-14%	2	60	-4%
OC[C@@H]1O[C@H](n2cnc3c(/C=C(\O)c4ccccc4)ncnc32)[C@H](O)[C@@H]1O	-15%[11.4 µM]	·	·	-3%[11.4 µM]
Cc1ccc(-c2nn(C)c(=O)c3ccccc23)cc1CN1CCOCC1	-9%	4	?	-3%
Cc1ccc2nc(NC(=O)CCNS(=O)(=O)c3cccs3)sc2c1	-3%	4	7	-9%
CCOC(=O)Cn1cc(C(=O)c2ccco2)c2ccccc21	-4%	6	-24	-3%
COc1ccc2[nH]cc(C(=O)CN(C)CCc3ccc(OC)c(OC)c3)c2c1	-6%	-3	?	-1%
